# Bioassay records deposited in PubChem BioAssay by National Center for Advancing Translational Sciences (NCATS).
# KDM4E inh – inhibitors of human JMJD2E histone demethylase | B2RXH2 | JMJD2E catalytic domain, FDH-coupled NADH fluorescence (FDH is formaldehyde dehydrogenase) | Potency, µM (doses to about 57.1 µM), without a hit: at the highest dose activity change, negative = inhibition, actives largely listed as inhibitors | 230,000 tested, 1.6% active; active means well fitted inhibition curve with a large enough effect, not every such curve was filed as active; inconclusive means small, poorly fitted or top-dose-only effect, or another doubt; inactive means no such curve, though single readings can be large or run the other way;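 further: 0% = wells with enzyme and -100% = buffer wells without enzyme; nearly all actives have a fitted effect of over 50% in size; many of its hits are not listed in these tables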
# Target sequence (B2RXH2 1-337 limits assumed): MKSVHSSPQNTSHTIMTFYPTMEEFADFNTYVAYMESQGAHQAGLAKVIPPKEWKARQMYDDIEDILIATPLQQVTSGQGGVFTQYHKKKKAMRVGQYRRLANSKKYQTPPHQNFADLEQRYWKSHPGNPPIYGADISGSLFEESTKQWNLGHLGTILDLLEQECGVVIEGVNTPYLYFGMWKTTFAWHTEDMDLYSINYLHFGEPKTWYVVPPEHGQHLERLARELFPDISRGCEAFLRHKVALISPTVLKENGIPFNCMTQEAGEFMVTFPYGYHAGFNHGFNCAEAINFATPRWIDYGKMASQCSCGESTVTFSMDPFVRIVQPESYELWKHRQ
# SMN2 splice enh – increases expression of the SMN2 splice variant; HEK293 SMN2-luciferase splicing reporter, luminescence, 30-36 h; 210,000 tested, 2.8% active; Potency, µM (highest dose often 46.1 µM), inactives show top-dose activity change, positive = activation, actives largely listed as activators; further: % of control where 0% means no effect; nearly all actives have a fitted effect of over 55% in size
#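 HEK293 cells carry an SMN2 […]–luciferase reporter in which exon 7 inclusion puts luciferase in frame. Cells were plated 10-12 h before compound addition, then incubated 30-36 h at 37C. ONE-Glo luminescence was read; sodium butyrate at 4.5 mM final served as control.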
# Tau fibril FP – tau fibrillization inhibition (FP); K18 P301L tau heparin fibrillization, Alexa594 FP, 6 h; Potency, µM (doses to about 57.7 µM), for the others: top-dose activity, negative = inhibition, most hits filed as inhibitors; P10636; 280,000 tested, 0.39% active; further: on the % scale 0 is the no-effect control and ±100 the full control effect; nearly all actives have a fitted effect of over 55% in size
# Target sequence (P10636 561-689 P618L limits assumed): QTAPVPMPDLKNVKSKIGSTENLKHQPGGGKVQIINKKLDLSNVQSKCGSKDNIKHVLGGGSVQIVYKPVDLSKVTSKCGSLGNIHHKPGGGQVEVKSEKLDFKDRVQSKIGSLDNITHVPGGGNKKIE
#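 K18 P301L tau (15 uM unlabeled/0.24 uM Alexa 594-labeled, final) + compound + heparin 20 uM final; 100 mM NaOAc pH 7; 6 hr 37 C; ThT 30 uM final added, 1 hr RT; FP ex 555/em 632 nm.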
# HTT aggregate – reduces HttQ103-GFP aggregates in PC12 cells; PC12 HttQ103-GFP aggregates, Acumen cytometry, 40 h; Potency, µM (doses to about 46.1 µM), for the others: at the highest dose activity change, negative = inhibition, usual class: inhibitors; 220,000 tested, 1.1% active; AID 1688; further: on the % scale 0 is the no-effect control and ±100 the full control effect; nearly all actives have a fitted effect of over 60% in size
#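 Multiplexed with ATP-based cell death, this channel scores GFP aggregates in PC12 cells expressing inducible HTTex1-Q103-GFP. Induction used 100 nM tebufenozide; compounds were tested in concentration series.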
# Tau ThT inhib – inhibitors of human tau fibril formation, thioflavin T binding; P10636; recombinant tau K18 P301L, heparin-induced fibrillization, ThT fluorescence; Potency, µM (top dose mostly 57.4 µM), for inactives: at the highest dose activity, negative = inhibition, most hits filed as inhibitors; 270,000 tested, 2.1% active; AID 1460; further: on the % scale 0 is the no-effect control and ±100 the full control effect; nearly all actives have a fitted effect of over 55% in size
#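 Tau K18 P301L fragment (15 uM unlabeled plus 0.24 uM Alexa 594-labeled) in 100 mM sodium acetate pH 7 with compound, fibrillization induced by 20 uM heparin for 6 hr at 37 C. Thioflavin T (30 uM) added, fluorescence read after 1 hr (ex 450, em 510 nm).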
# ALDH1A1 inh – inhibitors of human aldehyde dehydrogenase 1A1; Purified ALDH1A1, NADH fluorescence, propionaldehyde substrate; Potency, µM (doses to about 75.3 µM), without a hit: at the highest dose activity, negative = inhibition, actives largely listed as inhibitors; 220,000 tested, 7.3% active; AID 1030; active means well fitted inhibition curve with a large enough effect, not every such curve was filed as active; inconclusive means small, poorly fitted or top-dose-only effect, or another doubt; inactive means no such curve, though single readings can be large or run the other way;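 further: plate controls were no enzyme wells and a reference inhibitor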
# Target sequence (P00352 whole entry, looked up): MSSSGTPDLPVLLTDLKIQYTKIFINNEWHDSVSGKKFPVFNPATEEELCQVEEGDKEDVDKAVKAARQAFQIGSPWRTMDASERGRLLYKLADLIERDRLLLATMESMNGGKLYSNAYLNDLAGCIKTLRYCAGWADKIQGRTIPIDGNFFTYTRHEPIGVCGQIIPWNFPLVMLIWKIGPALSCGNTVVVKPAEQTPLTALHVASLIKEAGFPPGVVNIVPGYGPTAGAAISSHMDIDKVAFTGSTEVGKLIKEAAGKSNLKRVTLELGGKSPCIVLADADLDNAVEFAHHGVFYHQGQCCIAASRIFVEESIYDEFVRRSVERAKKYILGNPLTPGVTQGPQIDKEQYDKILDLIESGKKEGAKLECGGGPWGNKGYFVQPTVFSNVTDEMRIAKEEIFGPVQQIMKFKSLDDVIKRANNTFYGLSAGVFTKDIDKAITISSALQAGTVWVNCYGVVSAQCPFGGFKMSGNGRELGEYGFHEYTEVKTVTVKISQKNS
# HTT cytoprotect – cytoprotection in Huntington HTT-Q103 PC12 cell model; PC12 HTT-Q103 induced, cytoprotection, ATP luminescence, 40 h; Potency, µM (highest dose often 56.4 µM), for the others: cytoprotection (ATP increase), usual class: activators; 230,000 tested, 0.14% active;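 further: % of control where 0% means no effect; nearly all actives have a fitted effect of over 45% in size; toxic huntingtin expression switched on by the ecdysone agonist tebufenozide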
#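 Cells were plated at 1500 per well in phenol red-free DMEM with 5% equine and 5% calf serum. Tebufenozide (100 nM final) and compounds were added, then ATPlite reagent, and luminescence was read.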
# Tau fluor counter – counter-screen for tau fibril formation inhibitors; tau K18 P301L Alexa594 fluorescence, heparin fibrillization; Potency, µM (doses to about 57.7 µM), inactives show at the highest dose activity change, negative = decrease; 280,000 tested, 0.93% active; AID 1463; further: on the % scale 0 is the no-effect control and ±100 the full control effect; nearly all actives have a fitted effect of over 55% in size
#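 Human tau K18 P301L (15 uM unlabeled, 0.24 uM Alexa 594-labeled) in 100 mM sodium acetate pH 7 with 20 uM heparin, 6 hr at 37 C. ThT 30 uM added, 1 hr ambient; Alexa 594 FP and total fluorescence read at 555/632 nm.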
# Numbers without * were called inactive; ? = inconclusive; / = no result given; [ ] = another dose, or the depositor's remark. Unless noted, the call rests on the fitted dose curve; in most records, active means well fitted curve in the direction sought with a large enough effect; inconclusive means small, poorly fitted or top-dose-only effect, or another doubt; inactive means no such curve, though single readings can be large; an effect the other way counts as inactive or inconclusive. Potency means the concentration at half of the fitted maximal effect.
SMILES,KDM4E inh,SMN2 splice enh,Tau fibril FP,HTT aggregate,Tau ThT inhib,ALDH1A1 inh,HTT cytoprotect,Tau fluor counter
N=C1/C(=C\c2coc3ccc(O)cc3c2=O)C(=O)N=C2SC=CN12,0%,/,-14%,-3%[9.22 µM],13µM*,16µM*,2%[10 µM],?
Cn1cnc2cc(NC(=O)c3cccs3)ccc21,8%,/,-5%,-7%[9.22 µM],-5%,-1%,-3%[10 µM],-14%
O=C(Nc1ccc(-c2csnn2)cc1)C1CC1,-1%,/,-6%,18%[9.22 µM],-10%,6%,6%[10 µM],-20%
Cc1ccc(C(=O)OC(C)CN2CCOCC2)cc1 (stereo not given),5%,21%,5%,5%,-3%,1%,-47%,-1%
CCN(C(=O)c1ccc2c(OC)n(CC)nc2c1)c1ccc(OC)cc1,?,-5%,2%,-7%,-17%,?,-9%,-3%
NC(CCCCCP(=O)(c1ccccc1)c1ccccc1)C(=O)O (stereo not given),8%,/,-3%,-5%[9.22 µM],-1%,4%,43%[10 µM],2%
COc1ccc(Cn2ccc(=O)c(Cc3c(Cl)cccc3Cl)c2C)cc1,2%,4%,2%,-16%,-12%,3%,6%,-10%
C#CCOCCOCCOCCNc1nc(N2CCN(C(=O)Cn3cc(CCCN=C(N)N)nn3)CC2)nc(N2CCN(C(=O)[C@H](C)n3cc(CCCN=C(N)N)nn3)CC2)n1,?,-11%,-7%,-1%,-8%,-2%,/,-16%
CCOC(=O)/C(=C/C=C/c1ccccc1)NC(=O)c1ccccc1,-18%,-3%,2%,20%,-11%,?,17%[10 µM],-7%
COc1ccccc1NC(=O)Oc1cccc(OC(=O)c2ccccc2)c1,11%,/,-1%,-17%[9.22 µM],-1%,/,3%[10 µM],-2%
O=C(COC(=O)c1cc(S(=O)(=O)N2CCCCC2)ccc1N1CCOCC1)NCCc1ccc(F)cc1,-3%,-17%,4%,3%,2%,?,-35%,-5%
Cc1ccnc(NC(=O)Cn2cc([N+](=O)[O-])cn2)c1,3%,-13%,-1%,0%,4%,6%,9%,2%
COc1ccc(C(=O)CSc2n[nH]c(C)n2)cc1[N+](=O)[O-],4%,-1%,-3%,16%,-5%,10µM*,/,-2%
Cc1ccc(SCc2cn3c(C)csc3n2)cc1,-2%,8.9µM*,2%,?,?,?,-85%[inhibitor],-17%
CCCOP(=O)(c1ccc(N(C)C)cc1)C(O)c1ccncc1 (stereo not given),18µM*,18%,-5%,-16%,-10%,?,7%,-2%
CCN1/C(=C/C(=O)c2ccco2)Sc2ccccc21,?,14%,2%,?,-12%,25µM*,-24%,6%
O=C(CSc1nc2ccccc2c(=O)n1-c1ccc(SC(F)F)cc1)Nc1ccc(N2CCOCC2)cc1,?,-17%,0%,-8%[9.22 µM],1%,10µM*,-37%[inhibitor],-3%
Cc1[nH]c2ccccc2c1C(O)c1ccncc1 (stereo not given),-2%,-9%,-9%,8%,-3%,-8%,-32%[inhibitor],2%
O=C(CN1CCCCC1)NCCNc1ccc(C(F)(F)F)cc1[N+](=O)[O-],-9%,-5%,-1%,9%,?,-4%,15%[10 µM],-7%
Clc1ccc(CN2C3=NCCN3c3ccccc32)cc1,-6%,-7%,-4%,-8%[9.22 µM],-4%,9%,0%,7%
CS(=O)(=O)C1=C(O)C(=O)N(CCCC(=O)O)C1c1ccccc1F (stereo not given),-2%,1%,8%,0%,-2%,?,13%,5%
CCOc1ccc(CC(=O)Nc2cccc(-c3ccc4nnc(C)n4n3)c2)cc1,-30%,3%,1%,-6%,-22%,2%,-47%[inhibitor],-24%
O=C(c1sccc1-n1cccc1)N1CCCC1,5%,6%,-10%,-3%,-6%,?,27%[10 µM],-10%
Cc1cccc(N2CCN(C(=O)Cn3ncc4c5ccccc5n(C)c4c3=O)CC2)c1C,/,-5%,-4%,/,?,/,/,-10%
O=C(CN1C(=O)COc2ccccc21)N(Cc1cccnc1)Cc1ccccc1F,3%,-35%,2%,28%,-9%,-9%,-24%[10 µM],-3%
N=C1S/C(=C\c2cn[nH]c2-c2ccc(F)cc2)C(=O)N1c1ccccc1F,-2%,13µM*,?,?,-17%,4%,-1%[10 µM],-15%
Cn1cccc1Cc1nnc(SCC(=O)NC2CCCC2)n1-c1ccc(F)cc1,?,-6%,5%,24%,-13%,?,-20%,-7%
O=C(N/N=C/c1sc(=O)n(-c2ccccc2)c1Cl)c1ccncc1,-1%,-48%,-3%,2%,?,10µM*,-12%[10 µM],-9%
Cc1ccc2nc(-c3ccc4c(c3)NC(=O)CO4)cn2c1,?,/,1%,-25%[9.22 µM],-14%,/,-40%[10 µM],-2%
CCN(CC)CCN1C(=O)C(=O)/C(=C(/O)c2ccc(OC)c(OC)c2)C1c1ccccn1 (stereo not given),22µM*,8%,-2%,3%,-21%,28µM*,-13%,-4%
CC(=O)NS(=O)(=O)c1ccc(NC(=S)NC(=O)Cc2ccccc2)cc1,-8%,/,3%,-5%,-2%,-1%,?,0%
O=C(Cc1ccc(F)cc1)N1CCN=C1SCc1ccc([N+](=O)[O-])cc1,6%,-25%,4%,22%,?,8%,1%[10 µM],?
Cc1ccc2c(c1)C(c1ccc(F)cc1)N(C(=O)c1cccc(C(F)(F)F)c1)CC(=O)N2 (stereo not given),/,-13%,3%,/,-7%,/,/,-11%
CCOc1ccc(NS(=O)(=O)c2ccc(NC(=O)C3CCCO3)cc2)cc1 (stereo not given),-1%,-37%[inhibitor],-14%,-24%,-7%,-1%,6%,-23%
CCOC(=O)c1nn(-c2sc(C(=O)OC)c(C)c2C(=O)OC)cc1O,7%,?,10%,7%,3%,?,-13%,1%
O=C(CCCCn1c(=O)c2ccccc2n(Cc2ccc(F)cc2)c1=O)NCc1ccco1,-3%,/,2%,1µM*,-2%,-6%,-80%[inhibitor][10 µM],-4%

# Next section (2 carried over from the part before).
SMILES,KDM4E inh,SMN2 splice enh,Tau fibril FP,HTT aggregate,Tau ThT inhib,ALDH1A1 inh,HTT cytoprotect,Tau fluor counter
CCOC(=O)c1nn(-c2sc(C(=O)OC)c(C)c2C(=O)OC)cc1O,7%,?,10%,7%,3%,?,-13%,1%
O=C(CCCCn1c(=O)c2ccccc2n(Cc2ccc(F)cc2)c1=O)NCc1ccco1,-3%,/,2%,1µM*,-2%,-6%,-80%[inhibitor][10 µM],-4%
O=c1[nH]c(CSc2nnc3ccccn23)nc2cc(C(F)(F)F)ccc12,11%,-25%,-6%,5%,6%,1%,-31%,3%
CC(C)(C)c1nc(CN2CCOCC2)cc(CN2CCOCC2)c1O,-3%,-6%,-2%,-10%,-3%,-9%,1%,-2%
O=C(CC1SC(=NCc2ccccc2)NC1=O)Nc1ccccc1 (stereo not given),1%,-2%,-2%,1%,0%,0%,/,1%
CCC(C)C(NC(=O)c1ccc(Cl)cc1)C(=O)O (stereo not given),2%,/,3%,-11%,-8%,7%,19%,9%
COC(=O)c1c(NS(=O)(=O)c2cccs2)sc2c1CCCC2,-19%,-24%,-3%,?,-9%,?,-17%[0.074 µM],-17%
CCOc1ccc2nc(Cl)c(C3CC(c4ccc(C)cc4)=NN3C(=O)CCCC(=O)O)cc2c1 (stereo not given),/,7%,3%,/,?,/,/,-11%
CCOC(=O)c1nc(C)sc1-c1ccnn1S(=O)(=O)c1cccc(Cl)c1,0%,/,3%,-4%[9.22 µM],-14%,?,-7%[10 µM],-17%
CCOC(=O)C1=C(C)NC(SCC(=O)Nc2nc(C)cs2)=C(C#N)C1c1cccs1 (stereo not given),?,-28%,-1%,?,?,?,-85%[inhibitor],?
CCOc1cccc(-c2nnc3sc(COc4ccc(OC)cc4)nn23)c1,-1%,-25%,0%,16%,?,?,-8%[10 µM],-7%
CCCCN(C)C(=S)Nc1ccsc1C(=O)OC,-15%,/,?,6%,-5%,?,-39%[inhibitor],-20%
Cc1ccc(-c2nnc(SCC(=O)N3CCCC3)o2)cc1C,-3%,11µM*,-6%,-19%,-13%,?,-26%,-3%
COc1ccc([C@@H]2Sc3cc(OC)ccc3N(CCN(C(C)C)C(C)C)C(=O)[C@H]2OC(C)=O)cc1,-1%,10%,7%,-25%,-8%,-2%,43%[10 µM],0%
Cc1ccc(C2CC(=O)NC(SCC(N)=O)=C2C#N)s1 (stereo not given),2%,-18%,-2%,-5%,-12%,?,-7%,-10%
Cc1cc(-c2ccccc2)nc2oc(C(=O)NN)c(N)c12,?,/,4%,0%[9.22 µM],?,/,-6%[10 µM],-22%
O=C1NC(=O)/C(=C/C(=O)N2CCOCC2)S1,0%,5%,5%,20%[9.22 µM],-7%,-3%,23%[10 µM],-2%
CC1=C(C(=O)OCC(C)C)C(c2ccccc2Cl)NC(=O)N1C (stereo not given),-8%,-50%[inhibitor],6%,?,-13%,20µM*,-9%,-6%
CC1(C)CC(=O)C2=C(C1)OC(N)=C(C#N)C2c1cccs1 (stereo not given),10%,/,?,-5%[9.22 µM],?,22µM*,4%[10 µM],-23%
O=C(CN1CCN(C(=O)c2ccco2)CC1)N1CCc2[nH]c3ccccc3c2C1,-29%,/,-14%,0%[9.22 µM],?,10µM*,-13%[10 µM],-21%
O=C(CCc1c[nH]c2ccccc12)N1CCN(c2ccc(F)cc2)CC1,19%,-6%,4%,7%,-9%,-3%,4%,-9%
Cc1ccnc(NC(=O)Nc2ccc3c(c2)N(C)C(=O)CS3)c1,-3%,11µM*,-4%,6%,-6%,?,/,-13%
CCOc1ccc(C2C(C#N)=C(N)Oc3cc(C)[nH]c(=O)c32)cc1OC (stereo not given),1%,/,-1%,-7%[9.22 µM],-14%,7%,14%[10 µM],-22%
COC(=O)c1ccc(C2C(Oc3ccccc3)C(=O)N2CCc2ccc(F)cc2)cc1 (stereo not given),0%,-3%,1%,17%,-5%,14%,-26%,-6%
NC(=O)Cc1nc(-c2ccc(F)cc2)cs1,3%,/,2%,8%[9.22 µM],-3%,/,8%[10 µM],-6%

# Only part of the results is shown; rates above refer to the full screens.
